Gli-Sufu block – Gli-Sufu pathway antagonism | Sufu-KO-LIGHT fibroblasts, Gli luciferase reporter luminescence | inhibition, % at 5 µM | 340,000 compounds, 0.74% hits | AID 588413;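 active means inhibition above about 55%, limit read from the data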;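 further: 0% = DMSO-treated cells and 100% = wells with medium but no cells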
Apaf1 inhib – inhibitors of human Apaf-1 apoptosome. O14727. reconstituted apoptosome caspase-3 activity, DEVD-Rh110 fluorescence. inhibition, % at 20 µM. 330,000 compounds, 0.71% hits; active means inhibition of at least 40% at 20 µM;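 further: plate controls were DMSO wells for no effect and DEVD-CHO caspase inhibitor wells for full effect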
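Medium: Hepes buffer, pH 7.5 / System: biochemical Apaf-1 apoptosome reconstitution / Measured by: Rh110 fluorescence, excitation 480 nm, emission 540 nm / Times: compound with Apaf-1, dATP, procaspase-3 30 min, then 50 min reaction, room temperature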
697 NFkB inh – lowers PMA/ionomycin-induced NF-kB signal in 697 B cells; 697 B-cell NF-kB luciferase reporter, 16 h; inhibition, % at 4 µM; 330,000 compounds, 0.33% hits; AID 435022; in the data active means inhibition above about 35%
Jurkat NFkB inh – lowers PMA/ionomycin-induced NF-kB signal in Jurkat cells; 330,000 compounds, 0.53% hits; AID 435003; PMA/ionomycin-induced NF-kB luciferase reporter, luminescence; inhibition, % at 4 µM
SENP8 inh – blocks the human protease SENP8. inhibition, % at 10 µM. Q96LD8. purified SENP8, Z-RLRGG-aminoluciferin cleavage, luminescence. 330,000 compounds, 1.2% hits
Target sequence (Q96LD8 whole entry, looked up): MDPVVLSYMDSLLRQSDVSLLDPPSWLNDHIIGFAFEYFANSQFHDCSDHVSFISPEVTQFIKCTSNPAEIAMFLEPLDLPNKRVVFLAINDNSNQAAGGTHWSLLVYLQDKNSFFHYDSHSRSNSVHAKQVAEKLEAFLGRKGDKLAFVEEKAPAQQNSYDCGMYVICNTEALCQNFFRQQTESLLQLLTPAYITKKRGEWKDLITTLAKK
CCR6 antagonist – CCR6 (human) receptor antagonism | P51684 | CHO-K1 CCR6 PathHunter beta-arrestin, luminescence, CCL20-stimulated | inhibition, % at 20 µM | 340,000 compounds, 0.49% hits;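 active means compounds whose inhibition of the agonist-driven luminescence signal at 20 µM reaches about 50%, limit read from the data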;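 further: cells stimulated with CCL20 at 14 nM final; plate controls were DMSO with CCL20 for no effect and DMSO without agonist for full effect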
Target sequence (P51684 whole entry, looked up): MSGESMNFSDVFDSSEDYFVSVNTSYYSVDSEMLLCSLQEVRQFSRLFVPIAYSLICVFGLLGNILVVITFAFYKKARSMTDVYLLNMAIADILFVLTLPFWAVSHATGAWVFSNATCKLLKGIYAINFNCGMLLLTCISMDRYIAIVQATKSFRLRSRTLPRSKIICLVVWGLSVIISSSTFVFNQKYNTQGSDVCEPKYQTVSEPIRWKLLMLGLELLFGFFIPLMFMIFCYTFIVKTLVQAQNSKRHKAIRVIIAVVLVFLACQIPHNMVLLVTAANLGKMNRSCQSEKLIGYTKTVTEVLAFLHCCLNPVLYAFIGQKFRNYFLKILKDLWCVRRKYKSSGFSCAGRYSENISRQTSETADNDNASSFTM
UBC13 inh – inhibitors of human UBC13 polyubiquitin chain formation. AID 485273. P61088. inhibition, % at 20 µM. 330,000 compounds, 0.47% hits. TR-FRET; in the data active means inhibition above about 45%, passing the limit was not always enough; inconclusive means no clear call, values can overlap the other calls
Target sequence (P61088 whole entry, looked up): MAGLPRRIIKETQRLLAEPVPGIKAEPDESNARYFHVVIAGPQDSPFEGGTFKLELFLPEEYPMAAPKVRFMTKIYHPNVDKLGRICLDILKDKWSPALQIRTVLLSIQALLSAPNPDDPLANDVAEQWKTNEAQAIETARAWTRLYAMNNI
EBI2 block – EBI2 (human) antagonism. P32249. EBI2 beta-arrestin recruitment, luminescence, 7a,25-OHC stimulated. inhibition, % at 5 µM. 360,000 compounds, 0.81% hits. AID 651636; in the data active means inhibition above about 38%;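 further: enzyme fragment complementation signal reports receptor beta-arrestin coupling in cells; 0% = agonist plus DMSO wells and 100% = wells without agonist; some results beyond the cut were filed as inactive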
Active calls of the source: *; ? = inconclusive; / = not tested or not shown. Unless noted, no stated cut-off is given here; in the data, active means inhibition above about 50%; inactive means the rest. The list is partial (hit frequency here may not be typical).

SMILES | Gli-Sufu block | Apaf1 inhib | 697 NFkB inh | Jurkat NFkB inh | SENP8 inh | CCR6 antagonist | UBC13 inh | EBI2 block
Cc1cccc2nc(-c3ccco3)c(Nc3ccc4c(c3)OCO4)n12 | 0 | -9 | -6 | 7 | 1 | 15 | 18 | 0
CN(C)S(=O)(=O)c1cccc(C(=O)OCC(=O)N2c3ccccc3NC(=O)C2(C)C)c1 | 6 | 5 | 9 | -4 | 1 | -4 | 7 | -9
CC1CN(C(=O)c2ccc([N+](=O)[O-])s2)CC(C)O1 (centres undefined) | -3 | -5 | 24 | 9 | 2 | -7 | 3 | -24
C=CCC(Nc1ccccc1)c1cccc(OC)c1OC (centres undefined) | -5 | 8 | -5 | -11 | 0 | 7 | -2 | 15
CC(=O)Nc1cccc(NC(=S)Nc2cccc3ccccc23)c1 | -72 | 97* | -66 | -58 | 24 | 12 | -9 | -5
O=C(CN1C(=O)c2ccccc2C1=O)Oc1ccc(Cl)cc1 | 10 | -1 | -3 | 10 | -6 | -3 | 0 | -5
COC(=O)C1=C(C)N(C)C(=S)NC1c1ccc(OC)cc1OC (centres undefined) | -1 | 0 | 10 | -6 | -2 | -1 | -4 | -5
CCCCN1CCN=C1Nc1ccccc1 | -10 | 4 | 1 | 7 | -2 | 5 | -4 | -7
O=C(CNC(=O)c1ccccc1F)OC1CCOC1=O (centres undefined) | -2 | -5 | -6 | 11 | -2 | 0 | -7 | -8
CC(C)C(C)NC(=O)CSc1nc2scc(-c3ccco3)c2c(=O)n1-c1ccccc1 (centres undefined) | 5 | 1 | 5 | -12 | 1 | -3 | -19 | 14
CN(C)CC(C)(C)CNS(=O)(=O)c1ccc(OC(F)(F)F)cc1 | 8 | 3 | -1 | 5 | -8 | -5 | -11 | -9
C=CC[C@@H](CC(=O)N[C@H](CO)Cc1ccccc1)C(=O)N[C@@H](COC(=O)[C@@H](CC=C)CC(=O)OC(C)(C)C)Cc1c[nH]c2ccccc12 | 5 | 23 | 7 | -12 | -8 | 10 | 7 | 19
CCOc1ccc(NC(=O)N[C@@H](Cc2ccccc2)C(=O)O)cc1 | 6 | -14 | 13 | 4 | -4 | 7 | 3 | -6
O=C(C1CCC1)N1CCN(c2ccc(C(F)(F)F)cc2[N+](=O)[O-])CC1 | 13 | 6 | -16 | 0 | -11 | 16 | -8 | -8
COc1ccccc1CNC(=O)CN1C(=O)c2cccc(N)c2C1=O | -19 | 0 | -22 | -22 | -10 | -7 | 10 | -6
O=[N+]([O-])c1ccc(N2CCN(S(=O)(=O)Cc3ccccc3)CC2)cc1N1CCOCC1 | 4 | 13 | 0 | 9 | 6 | 8 | -18 | 13
O=C(NN1C(=O)C2C(c3ccccc3)C=CC(c3ccccc3)C2C1=O)c1ccncc1 (centres undefined) | 0 | 17 | -3 | 7 | -1 | 4 | 5 | 4
O=C(O)c1ccc(N/N=C/c2ccc(OC(=O)c3ccccc3Cl)cc2)cc1 | 61* | 13 | -14 | 17 | 90* | 3 | -19 | -1
Cc1cc(C2C(C#N)=C(N)SC(N)=C2C#N)c(C)s1 | 17 | 1 | 2 | -3 | 1 | 6 | ? | -9
COc1cc(CNCCN2CCOCC2)ccc1OCc1cccc(Cl)c1 | -19 | -2 | -6 | -11 | -1 | -5 | 11 | -8
C=C(C)c1sc(-c2ccccc2)nc1C | 0 | 9 | -2 | 5 | 0 | -4 | -10 | /
O=C1c2ccccc2C(=O)N1CC(=O)N1c2ccccc2Sc2ccc(C(F)(F)F)cc21 | 10 | 2 | 4 | 1 | -6 | 18 | 5 | 13
Cc1ccc(CNC2=NCCCCC2)n1C | 2 | -2 | -1 | 3 | 0 | 12 | 2 | -18
CCOc1ccc(NC(=O)CNC(=O)c2ccc(OC)c(OC)c2)cc1 | 6 | -11 | 9 | -4 | -1 | 1 | 0 | -1
Cc1noc(C)c1S(=O)(=O)Nc1ccc(C(=O)N2CCC(C)CC2)cc1 | / | 4 | -10 | -12 | -1 | / | -9 | /
CCc1ccc(-c2cc(C)no2)cc1S(=O)(=O)N1CCN(C(=O)c2ccco2)CC1 | -24 | 6 | -7 | -5 | -6 | 4 | -10 | 9
CCN(CC)CCCN(Cc1cc2cc(OC)ccc2[nH]c1=O)C(=O)Nc1ccccc1 | 28 | -13 | -5 | -14 | 2 | 18 | 13 | /
COc1ccccc1CNC(=O)c1cccc(S(=O)(=O)N(C)c2ccccc2)c1 | -4 | 21 | -14 | -23 | -14 | 11 | 4 | 6
Cc1ccc(SCCNC(=O)/C=C/c2ccccc2Cl)cc1 | 10 | 9 | 5 | -11 | 2 | 18 | 4 | 26
CC12CCC(C(=O)NCc3ccccn3)(OC1=O)C2(C)C (centres undefined) | -3 | -8 | 12 | -1 | 0 | -18 | 0 | 3
O=S(=O)(CCCc1ccccc1)c1ncn[nH]1 | -4 | 7 | -10 | -14 | -6 | -10 | -9 | 0
Cc1ccccc1C(C)NC(=O)COC(=O)Cn1cc(C(F)(F)F)ccc1=O (centres undefined) | -5 | -9 | 9 | 4 | 6 | 1 | 3 | -5
O=C1C[C@H]2CCCCC(=O)N3CC[C@@H](C1)[C@@H]23 | -4 | 5 | 11 | / | / | 5 | / | -1
CNC(=O)COc1ncnc2sc(C)c(C)c12 | 0 | -1 | 0 | -9 | -2 | -8 | -9 | 0
CC(C)(C)c1cc2nc3c(c(=O)n2[nH]1)CN(Cc1ccccc1)C3=O | -1 | 2 | 11 | 4 | 1 | 2 | 16 | -1
O=C(Nc1ccc2c(c1)OCO2)Nc1ccccc1F | -103 | 5 | -213 | -126 | 95* | -12 | -3 | 5
O=C(Nc1cc(S(=O)(=O)N2CCCC2)ccc1Cl)C1=COCCO1 | 2 | 0 | -9 | 5 | -4 | -2 | 3 | -10
O=[N+]([O-])c1cccc(C(=S)N2CCN(c3ccccc3)CC2)c1 | 3 | -3 | 15 | 3 | 1 | 20 | -1 | 1
CCOc1cccc(NC(=O)C2CC(=O)N(C)C2)c1 (centres undefined) | 6 | -23 | 9 | 18 | -7 | -2 | -3 | -5
O=C(Cc1ccc(-c2ccccc2)cc1)OCC(=O)N1CCCC1=O | 9 | 5 | 8 | 2 | -1 | 4 | -4 | -10
CSc1ccc(/C=N/S(=O)(=O)c2ccccc2)cc1 | 0 | 0 | 11 | -11 | -4 | -3 | 17 | -5
Cc1ccc(-n2c(-c3ccccc3)n[nH]c2=S)c(C)c1 | -17 | -13 | -26 | -4 | -1 | 2 | -2 | -5
O=C(COc1ccc(-n2cnnn2)cc1)NCCc1ccc(F)cc1 | -5 | 17 | -8 | -2 | -7 | 1 | -2 | 11
CC(=O)N/C(=C/c1ccc2c(c1)OCO2)C(=O)NCC(=O)O | -1 | -3 | 4 | 8 | -7 | -9 | -1 | -13
CC(C)COCC(O)CC(Cc1ccccc1)C(=O)NN (centres undefined) | 1 | -5 | 26 | -8 | -5 | -4 | 8 | 4
COc1cc(NC(=O)CS(=O)(=O)c2ccccc2)cc(OC)c1OC | 9 | -6 | 0 | 2 | -7 | -11 | -6 | -3
COc1ccccc1NC(=O)C1CCCCC1 | -2 | -10 | 4 | 4 | -3 | 2 | 5 | 4
CCOCCCN(CCC#N)C(=O)C1CCN(S(=O)(=O)c2ccc(-n3cnnn3)cc2)CC1 | -4 | -5 | 9 | 9 | -2 | 6 | 1 | -4
COc1ccc(/C=C/C(=O)NC(=S)Nc2ccc(Br)cn2)cc1 | -2 | 4 | -5 | -1 | -1 | 7 | 0 | 10
Cc1ccc(-c2cc(C(=O)N3CCN(c4ccccc4O)CC3)c3ccccc3n2)cc1 | -21 | 28 | -24 | -9 | -12 | -6 | -10 | 6
O=C(C[n+]1cc(-c2ccc(Cl)c(Cl)c2)n2c1CCC2)OCc1ccccc1 | -12 | 6 | -2 | -6 | -7 | 1 | 2 | -6
CCc1nnc(NC(=O)C2CCCN2S(=O)(=O)c2ccc(C)cc2)s1 (centres undefined) | 1 | -6 | 3 | 4 | -7 | -4 | 4 | -11
O=c1oc2cc(OCc3nn[nH]n3)ccc2c2c1CCCC2 | 2 | 4 | 0 | -9 | -13 | 4 | 1 | 3
Nn1cnc2scc(-c3cccs3)c2c1=O | -9 | 6 | 0 | -6 | -4 | 7 | -1 | -5
CCCCn1c(N)c(N(CCOC)C(=O)COC(=O)CCOc2ccccc2)c(=O)[nH]c1=O | 1 | -2 | 7 | 1 | 3 | -1 | -4 | -4
Cc1ccccc1NC(=O)NCCCN1CCN(c2ccccc2)CC1 | 30 | 8 | -15 | -2 | -10 | 18 | 2 | -4
Cc1ccc(S(=O)(=O)N2CCCCC2)cc1NC(=O)COC(=O)Cc1cccc2ccccc12 | -1 | 19 | -37 | -14 | -7 | 2 | -9 | 6
Nc1nc[nH]c(=O)c1N=Cc1ccccc1 | -8 | 3 | 18 | -20 | -9 | -6 | -1 | 0
Cc1cccn2cc(CCNS(=O)(=O)c3cccs3)nc12 | 28 | 1 | -19 | -21 | 0 | 5 | 2 | -5

Laid out differently: 3 of the compounds above.
| Compound | Gli-Sufu block | Apaf1 inhib | 697 NFkB inh | Jurkat NFkB inh | SENP8 inh | CCR6 antagonist | UBC13 inh | EBI2 block |
| --- | --- | --- | --- | --- | --- | --- | --- | --- |
| O=C(COc1ccc(-n2cnnn2)cc1)NCCc1ccc(F)cc1 | -5 | 17 | -8 | -2 | -7 | 1 | -2 | 11 |
| CC(=O)N/C(=C/c1ccc2c(c1)OCO2)C(=O)NCC(=O)O | -1 | -3 | 4 | 8 | -7 | -9 | -1 | -13 |
| CC(C)COCC(O)CC(Cc1ccccc1)C(=O)NN (centres undefined) | 1 | -5 | 26 | -8 | -5 | -4 | 8 | 4 |

Full records as entered above. Screens in order: Gli-Sufu block | Apaf1 inhib | 697 NFkB inh | Jurkat NFkB inh | SENP8 inh | CCR6 antagonist | UBC13 inh | EBI2 block
CCOCCCN(CCC#N)C(=O)C1CCN(S(=O)(=O)c2ccc(-n3cnnn3)cc2)CC1 is listed as -4 | -5 | 9 | 9 | -2 | 6 | 1 | -4
Cc1ccc(-c2cc(C(=O)N3CCN(c4ccccc4O)CC3)c3ccccc3n2)cc1 is listed as -21 | 28 | -24 | -9 | -12 | -6 | -10 | 6
CCOc1ccc(NC(=O)CNC(=O)c2ccc(OC)c(OC)c2)cc1 is listed as 6 | -11 | 9 | -4 | -1 | 1 | 0 | -1
CN(C)CC(C)(C)CNS(=O)(=O)c1ccc(OC(F)(F)F)cc1 is listed as 8 | 3 | -1 | 5 | -8 | -5 | -11 | -9

Assay outcomes deposited in PubChem BioAssay by Sanford-Burnham Center for Chemical Genomics.
